Screening data (PubChem BioAssay)
m-calpain inh – inhibitors of pig calpain II, primary screen, biochemical, fluorogenic peptide substrate, 1536-well; purified calpain II, 30 min; inhibition, % at 16 µM; 220,000 compounds, 0.37% hits; AID 1236, 2008;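 active = inhibition above about 50%, limit read from the data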
Tb hexokinase – Trypanosoma brucei hexokinase 1 inhibitors, primary screen, biochemical, G6PDH-coupled NADH absorbance, MLSCN library; recombinant TbHK1, G6PDH-coupled NADH A340; inhibition, % at 10 µM; 220,000 compounds, 0.11% hits;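 active = inhibition of 50% or more in the single-dose primary screen; inactive = inhibition below 50%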
EP2 mod – EP2 receptor modulators, cAMP readout, primary screen, cell-based, HTRF cAMP, PGE2 stimulation | 260,000 compounds, 0.83% hits | Prostaglandin E2 receptor EP2 subtype (Homo sapiens), P43116 | EP2-expressing cells, cAMP HTRF FRET, PGE2 co-stimulation | induction, % at 25 µM | AID 940, 2007;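 active = compounds whose cAMP rise, as percent of the full-agonist control response, exceeds 60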;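 note: rat C6 glioma line stably carrying human EP2 under a CMV promoter; the protocol text gives 20 µM as final concentration; 100% = response of wells given 1 µM PGE2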
L929 necroptosis – inhibitors of zVAD-triggered necroptosis, primary screen, L929 cells. 220,000 compounds, 0.38% hits. L929 zVAD necroptosis rescue, ATP luminescence, 24 h; with zVAD 60 µM. viability rescue, % at 10 µM;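 active = activation, scaled between plate controls, above about 75%, limit read from the data; inactive = activation under that limit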;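 note: 0% = zVAD with DMSO and 100% = DMSO alone without zVAD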
PGE2 EP2 inh – human EP2 receptor antagonists, primary screen, TR-FRET cAMP, C6 glioma cells. Prostaglandin E2 receptor EP2 subtype (Homo sapiens), P43116. C6 glioma cells expressing human EP2; cells stimulated with saturating PGE2. AID 1422, 2008. inhibition, % at 25 µM. 260,000 compounds, 0.52% hits;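 active = percent inhibition above 40 after rounding to a whole number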;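 note: rat C6 glioma host cells with rolipram phosphodiesterase inhibitor present; the protocol text gives 20 µM as final concentration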
Hck-Nef inh – inhibitors of Nef-activated human Hck kinase, primary screen, biochemical, Z-Lyte FRET, 384-well, Hck-YEEI; Tyrosine-protein kinase HCK (Homo sapiens), P08631; Recombinant Hck-YEEI plus Nef, Z-Lyte FRET kinase assay; inhibition, % at 20 µM; 220,000 compounds, 0.68% hits;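 active = Hck-Nef kinase inhibition above about 50%, limit read from the data; inactive = inhibition below that limit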;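 note: 0% = DMSO with Hck plus Nef and 100% = Hck alone without Nef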
Target sequence (P08631 whole entry, looked up): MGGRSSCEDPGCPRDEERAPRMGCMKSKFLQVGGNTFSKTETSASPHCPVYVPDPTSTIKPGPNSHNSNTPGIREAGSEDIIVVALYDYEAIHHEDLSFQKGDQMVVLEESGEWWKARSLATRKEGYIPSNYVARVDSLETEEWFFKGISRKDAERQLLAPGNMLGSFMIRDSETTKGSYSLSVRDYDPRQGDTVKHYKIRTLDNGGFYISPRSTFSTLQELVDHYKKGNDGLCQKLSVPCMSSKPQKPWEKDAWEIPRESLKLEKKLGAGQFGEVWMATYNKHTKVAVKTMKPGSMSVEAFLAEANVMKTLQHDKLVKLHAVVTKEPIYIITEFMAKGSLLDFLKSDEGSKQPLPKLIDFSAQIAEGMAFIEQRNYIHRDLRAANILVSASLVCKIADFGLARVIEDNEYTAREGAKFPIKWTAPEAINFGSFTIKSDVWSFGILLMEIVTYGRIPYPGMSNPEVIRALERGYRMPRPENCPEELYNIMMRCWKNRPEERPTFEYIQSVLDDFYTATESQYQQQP
eIF4E-4G inh – eIF4E–eIF4G protein interaction inhibitors, primary screen, biochemical, uHTS, TR-FRET, eIF4GI fragment; Eukaryotic translation initiation factor 4E (Mus musculus) + Eukaryotic translation …; TR-FRET eIF4E-eIF4GI(517-606) binding, 2 h; inhibition, % at 21.7 µM; 220,000 compounds, 0.37% hits; AID 782, 2007;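 active = inhibition above about 30%, limit read from the data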;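 note: 0% = full FRET control wells and 100% = background wells lacking eIF4GI fragment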
Rad51 HR inh – human RAD51 strand exchange inhibitors, primary screen, biochemical, fluorescence | DNA repair protein RAD51 homolog 1 (Homo sapiens), Q06609 | hRad51 DNA strand exchange, fluorescence dequenching | inhibition, % at 10 µM | 200,000 compounds, 0.085% hits | AID 1385, 2008;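 active = inhibition above 40% at the single screening dose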;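 note: 0% = DMSO control wells and 100% = blanks with heterologous ssDNA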
Target sequence (Q06609 whole entry, looked up): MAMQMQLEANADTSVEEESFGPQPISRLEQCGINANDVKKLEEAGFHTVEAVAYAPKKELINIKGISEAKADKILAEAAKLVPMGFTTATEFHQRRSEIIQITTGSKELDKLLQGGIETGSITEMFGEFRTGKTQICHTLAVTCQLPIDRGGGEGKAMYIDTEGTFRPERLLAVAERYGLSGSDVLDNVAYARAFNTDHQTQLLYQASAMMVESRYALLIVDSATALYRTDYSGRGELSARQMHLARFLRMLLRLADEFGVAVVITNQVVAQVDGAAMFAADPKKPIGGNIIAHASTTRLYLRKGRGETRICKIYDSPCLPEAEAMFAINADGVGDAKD
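System: human Rad51 nucleoprotein filaments preassembled on unlabelled ssDNA. Reagent: labelled 47-mer dsDNA for strand exchange. Schedule: 30-min compound preincubation and 15-min exchange, both room temperature. Measured by: FRET fluorescence dequenching, excitation 485 nm, emission 520 nm. Read-out: Fluorescence-based percent inhibition, control- and blank-normalised. Benchmarks: plate controls and plate blanks.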
14-3-3 Bad inh – inhibitors of 14-3-3 zeta/Bad binding, primary screen, biochemical, TR-FRET, bovine 14-3-3 zeta | 14-3-3 protein zeta/delta (Bos taurus), P63103 | TR-FRET 14-3-3zeta/Dy647-pBad peptide displacement, 1 h | inhibition, % at 21.7 µM | 220,000 compounds, 0.71% hits | AID 781, 2007;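 active = inhibition above about 70%, limit read from the data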;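 note: 0% = full 14-3-3 plus peptide FRET controls and 100% = background without 14-3-3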
Target sequence (P63103 whole entry, looked up): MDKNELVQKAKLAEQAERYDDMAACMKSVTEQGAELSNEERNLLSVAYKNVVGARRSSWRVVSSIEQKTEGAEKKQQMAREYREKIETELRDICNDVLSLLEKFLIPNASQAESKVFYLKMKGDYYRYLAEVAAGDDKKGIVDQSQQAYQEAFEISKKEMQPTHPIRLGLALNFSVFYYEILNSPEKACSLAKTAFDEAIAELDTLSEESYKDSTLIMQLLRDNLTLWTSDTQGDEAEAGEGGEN
An asterisk follows results filed as active; · = not tested or not shown; & = joins results of further samples; [ ] = remark or other dose. Only part of the results is shown; the hit share may differ from the screen's.

1) COc1cccc(CNC(=O)c2ccc(CS(=O)(=O)Cc3ccc(C)cc3)o2)c1
2) CN(c1ccccc1)S(=O)(=O)c1cccc(NC(=O)COC(=O)C2CCCCC2)c1
3) O=C(CCn1cnc2ncccc2c1=O)N1CCN(c2cccc(Cl)c2)CC1
4) CCOCCn1c(CN(Cc2ccccc2)Cc2ccccc2)nc2c1c(=O)n(C)c(=O)n2C
5) Cc1ccc(C)c(CSc2nnc([C@@H]3CCCN3)o2)c1
6) O=C(CN1CCOCC1)N1CCc2ccccc2C(c2ccccc2)C1 (stereo not drawn)
7) COc1ccc(C(C(=O)NCC2CCCO2)N(C(=O)CNC(=O)c2cccs2)c2ccc(C)cc2)cc1OC (stereo not drawn)
8) COc1ccc(S(=O)(=O)N(CC(=O)N2CCN(C)CC2)c2ccccc2)cc1OC

screen / no.	1	2	3	4	5	6	7	8
m-calpain inh	9	9	3	1	-7	3	-13	6
Tb hexokinase	3	-1	-13	-23	-5	6	-10	8
EP2 mod	-21	-1	-20	6	1	14	18	8
L929 necroptosis	-0.7	0.6	0.1	-0.8	-0.8	0.0	0.3	-0.5
PGE2 EP2 inh	9	6	8	3	6	8	8	19
Hck-Nef inh	7	12	3	0	22	1	16	0
eIF4E-4G inh	-1	1	5	0	-11	4	0	-4[fluorescence artefact?]
Rad51 HR inh	0	3	6	-4	·	8	2	1
14-3-3 Bad inh	-8	4	-4	18	1	3[fluorescence artefact?]	-3	-2

9) O=C1CSC(=Nc2cccc(Cl)c2Cl)N1Cc1cccnc1
10) COc1ccc(/C=N/NC(=O)CO/N=C(\C)c2cccs2)cc1
11) Cc1ccc(P(=O)(CC(=O)O)c2ccc(C)cc2)cc1
12) COc1ccccc1OCCSc1nnnn1-c1ccc(C)cc1
13) C=CCN(c1ccccc1Cl)S(=O)(=O)c1cccc(C(=O)NCCc2ccc(OC)cc2)c1
14) CCCOc1ccc(C2C(C(=O)c3ccc(C)o3)=C(O)C(=O)N2Cc2cccnc2)cc1 (stereo not drawn)
15) CCn1c(SCC(N)=O)nc2sc3c(c2c1=O)CCCC3
16) CC(C)C1C(C#N)=C(N)Oc2n[nH]c(-c3ccccc3)c21 (stereo not drawn)

screen / no.	9	10	11	12	13	14	15	16
m-calpain inh	-6	-39	5	13	17	-61	-18	2
Tb hexokinase	-12	-3	3	-3	-3	-12	-7	3
EP2 mod	-12	-57	14	-12	44	54	-31	-24
L929 necroptosis	0.2	-0.2	-0.1	0.5	-0.4	0.1	-0.7	0.2
PGE2 EP2 inh	8	10	8	9	7	24	9	10
Hck-Nef inh	4	4	2	0	4	1	-20	1
eIF4E-4G inh	5	-8	-1[fluorescence artefact?]	-5	19[fluorescence artefact?]	10[fluorescence artefact?]	3	3
Rad51 HR inh	-3	-2	-2	5	4	-1	-1	10
14-3-3 Bad inh	2	-1	4[fluorescence artefact?]	2	-12	32	-2	-11

17) Cc1csc2c(=O)n3c(nc12)CCCCC3
18) Cc1c(NC(=O)C2CCN(S(=O)(=O)c3ccc(Cl)cc3)CC2)c(=O)n(-c2ccccc2)n1C
19) Cc1ccc(CNC(=O)c2nn(C)c(C)c2[N+](=O)[O-])cc1
20) CCOc1ccc(NC(=O)CSc2nnnn2CC(=O)O)cc1
21) CCN(CC)CCCNc1oc(-c2ccccc2[N+](=O)[O-])nc1C#N
22) COc1ccc(NC(=O)NCc2ccccn2)cc1
23) COc1ccc2ccccc2c1CN1CCN(C(=O)c2ccccc2)CC1
24) Clc1cccc(CSc2nnc(-c3ccccn3)n2Cc2ccco2)c1

screen / no.	17	18	19	20	21	22	23	24
m-calpain inh	11	-26	22	-7	-1	11	32	21
Tb hexokinase	-9	-1	-3	5	4	3	7	8
EP2 mod	21	32	18	14	-36	-9	-30	42
L929 necroptosis	0.0	0.2	0.0	0.4	0.4	1.9	0.6	-0.7
PGE2 EP2 inh	5	4	9	8	1	14	9	4
Hck-Nef inh	0	1	0	-1	7	7	0	-2
eIF4E-4G inh	2	0[fluorescence artefact?]	1	3[fluorescence artefact?]	10	0	15	-4
Rad51 HR inh	2	-5	26	1	2	5	4	2
14-3-3 Bad inh	4	12[fluorescence artefact?]	6	0	-3	1	-5	4

3 of the compounds above, with each value named.
#17 Cc1csc2c(=O)n3c(nc12)CCCCC3
  m-calpain inh: 11
  Tb hexokinase: -9
  EP2 mod: 21
  L929 necroptosis: 0.0
  PGE2 EP2 inh: 5
  Hck-Nef inh: 0
  eIF4E-4G inh: 2
  Rad51 HR inh: 2
  14-3-3 Bad inh: 4
#18 Cc1c(NC(=O)C2CCN(S(=O)(=O)c3ccc(Cl)cc3)CC2)c(=O)n(-c2ccccc2)n1C
  m-calpain inh: -26
  Tb hexokinase: -1
  EP2 mod: 32
  L929 necroptosis: 0.2
  PGE2 EP2 inh: 4
  Hck-Nef inh: 1
  eIF4E-4G inh: 0[fluorescence artefact?]
  Rad51 HR inh: -5
  14-3-3 Bad inh: 12[fluorescence artefact?]
#19 Cc1ccc(CNC(=O)c2nn(C)c(C)c2[N+](=O)[O-])cc1
  m-calpain inh: 22
  Tb hexokinase: -3
  EP2 mod: 18
  L929 necroptosis: 0.0
  PGE2 EP2 inh: 9
  Hck-Nef inh: 0
  eIF4E-4G inh: 1
  Rad51 HR inh: 26
  14-3-3 Bad inh: 6

(further entries)
25) COc1ccc(-c2cccc(C(=O)NCC(=O)O)c2)cc1
26) COc1ccc(-c2cc(-c3nnc(-c4ccncc4)o3)c3ccccc3n2)cc1
27) CC(C)NC(=O)CN(CCc1ccccc1)S(C)(=O)=O
28) Cc1c(/C(O)=C2/C(=O)C(=O)N(CCN3CCOCC3)C2c2cccs2)cnn1-c1ccccc1 (stereo not drawn)
29) O=C(COc1ccccc1/C=C1\SC(=O)NC1=O)Nc1ccccc1
30) Cc1cc(NC(=O)CN(C)C)c([N+](=O)[O-])cc1C
31) COc1cccc(OCC(O)CN2CCN(c3ccc(Cl)cc3)CC2)c1 (stereo not drawn)
32) Cc1cc(C)nc(NC2=NCC(=O)N2c2ccc3c(c2)OCCO3)n1

screen / no.	25	26	27	28	29	30	31	32
m-calpain inh	-12	-344	4	16	30	27	7	16
Tb hexokinase	-7	-4	1	-12	9	-7	-6	2
EP2 mod	-21	19	9	15	-13	20	1	12
L929 necroptosis	1.0	0.5	1.3	0.0	-0.4	1.2	1.0	0.0
PGE2 EP2 inh	4	14	7	15	7	5	3	5
Hck-Nef inh	3	5	0	-2	15	16	17	1
eIF4E-4G inh	-1	-2	-2	-29[fluorescence artefact?]	-4	-2	-3	2
Rad51 HR inh	5	·	-1	-11	8	21	-2	-9
14-3-3 Bad inh	-1	-29	4	11	1	-17	-2	6

33) COc1ccc(/C=C(\C#N)C(=O)N2CCOCC2)cc1Br
34) Cc1cc(C)c2c3c(sc2n1)C(=O)N(C)CC(=O)N3
35) CCOC(=O)c1c(NC(=O)CC(C)C)sc(C(C)=O)c1C
36) CCCOc1ccc(NC(=O)C2CCCNC2=O)cc1 (stereo not drawn)
37) Cc1cc(C)cc(-n2c(C)cc(/C=N/NC(=O)CN(c3c(C)cccc3C)S(C)(=O)=O)c2C)c1
38) Cc1ccccc1SCCNC(=O)c1ccccc1Br
39) O=C(Nc1ccc(S(=O)(=O)N2CCCC2)cc1)c1cccs1
40) Cc1ccc(C(=O)COC(=O)CNC(=O)c2ccco2)cc1

screen / no.	33	34	35	36	37	38	39	40
m-calpain inh	4	-23	26	12	8	-7	7	22
Tb hexokinase	-33	-1	-5	1	-27	0	-6	-2
EP2 mod	-18	25	52	-2	22	-22	-19	12&33
L929 necroptosis	-0.1	1.3	·	0.0	0.8	0.8	13	1.0
PGE2 EP2 inh	·	5	6	6	11	10	-1	2&5
Hck-Nef inh	-2	0	2	0	7	9	19	2
eIF4E-4G inh	2	6	-4	-3[fluorescence artefact?]	-3	-3	1	3[fluorescence artefact?]
Rad51 HR inh	·	0	-20	-2	5	8	-2	9
14-3-3 Bad inh	-1	6	-8	3[fluorescence artefact?]	-1	-12	-7	14

41) S=c1[nH]nc(-c2ccco2)n1/N=C/c1ccc(Cl)c(Cl)c1
42) Cc1c(Cl)c([N+](=O)[O-])nn1CC(=O)N1CCCc2ccccc21
43) O=C(CN1CCOCC1)NNc1c2ccccc2nc2ccccc12
44) CCCCCNCC(=O)Nc1cc(C(F)(F)F)ccc1OCCOC
45) CCOC(=S)SCC(=O)Nc1nccs1
46) COc1cccc(/C=N/NC(=O)c2cc3c(OC)cccc3[nH]2)c1OC
47) CCn1cc(C(=O)NCc2ccco2)c(=O)c2cc(S(=O)(=O)N3CCCCCC3)ccc21
48) CCn1cc(/C=N\NC(=O)Cc2ccc([N+](=O)[O-])cc2)c(C)n1

screen / no.	41	42	43	44	45	46	47	48
m-calpain inh	-9	8	-2	12	26	-7	36	-8
Tb hexokinase	5	-2	-13	9	4	-3	-29	-3
EP2 mod	36	-21	-7	-65	-32	-11	-19	28
L929 necroptosis	11	0.0	0.7	0.7	4.2	2.6	0.0	0.8
PGE2 EP2 inh	11	10	12	7	2	9	6	9
Hck-Nef inh	5	3	12	17	24	2	1	5
eIF4E-4G inh	2	2	5	2	0	-7[fluorescence artefact?]	2[fluorescence artefact?]	8
Rad51 HR inh	-9	·	-27	·	-25	0	1	·
14-3-3 Bad inh	3[fluorescence artefact?]	4	7	46	-2	-9[fluorescence artefact?]	2	6

49) O=C(NNc1nc2ccccc2s1)c1ccc(F)cc1
50) CNC(=O)c1sc(Nc2cc(C)ccc2C)nc1C
51) CN(C)S(=O)(=O)c1cccc(C(=O)NC(=S)N(CCC#N)Cc2cccnc2)c1
52) COCCn1c(SCc2nc3cc(OC)c(OC)cc3c(=O)[nH]2)nnc1-c1ccncc1
53) ONC(=Nc1ccc(Cl)cc1)c1ccccc1
54) O=C(CSc1ccccn1)Nc1ccc2ccccc2c1
55) COCCNC(=O)c1cnn2c(C(F)F)cc(-c3ccc(C)cc3)nc12
56) CN(C)C(CNS(=O)(=O)c1ccc(Br)cc1)c1cccnc1 (stereo not drawn)
57) COc1ccc(C(=O)CSc2n[nH]c(=O)[nH]c2=O)cc1
58) Cc1ccc(C2=CSC3=NS(=O)(=O)CCN23)cc1C
59) CC(C)(C)C(=O)NC(=S)NCc1ccccc1

screen / no.	49	50	51	52	53	54	55	56	57	58	59
m-calpain inh	23	19	-22	-1	7	2	-219	-6	2	-17	17
Tb hexokinase	29	5	-3	-7	-3	2	-13	-6	-1	6	-2
EP2 mod	-28	-15	23	9	10	-23	-8&41	8	21	-18	6
L929 necroptosis	0.2	5.7	0.3	0.0	0.5	0.8	1.7	-0.1	0.6	0.2	-0.1
PGE2 EP2 inh	13	6	7	10	6	2	6&3	10	2	12	9
Hck-Nef inh	0	-7	10	-1	2	0	-7	0	4	1	-1
eIF4E-4G inh	2	0	-2	6[fluorescence artefact?]	5	-2	-5	-2	-2	-2	-1
Rad51 HR inh	·	3	-8	-8	1	1	22	0	4	1	7
14-3-3 Bad inh	9	-2	-19	4	-11	-18	-8	11	-6	-4	-10
